# High-throughput results as filed in PubChem BioAssay.
# MEKK2 mut-MEK5 – signal of MEK5 binding to mutant human MEKK2 PB1 domain | bead flow cytometry, Alexa488-MEK5 binding to MEKK2 mutant | percent response, % at 10 µM | hit rate 0.35% among 290,000; in the data active means percent response above about 24%, passing the limit was not always enough; further: inactives centre near 1; some results filed as inactive read as strong as hits; reference of the scale not given here
# MEKK3 PB1 HTS – raises or lowers MEK5 binding to the human MEKK3 PB1 domain. bead-based flow cytometry, Alexa488-MEK5 binding to MEKK3; actives lie on both sides; 0 = blocked by unlabeled MEK5, 100 = vehicle. hit rate 1.4% among 290,000. AID 1529. binding response (% of control), % at 10 µM;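 active means binding response more than 3 SD above or below the average of its plate-row segment, actives on both sides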;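 further: Alexa488 bead fluorescence after subtracting the streptavidin-only scavenger bead signal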
# FID counter – displaces DNA intercalator in HCV helicase counter-screen; hit rate 0.17% among 290,000; AID 1845; inhibition, % at 7.9 µM; DNA fluorescent intercalator displacement, fluorescence; in the data active means inhibition above about 37%;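 further: 0% = vehicle and 100% = reference compound; higher means more ethidium bromide displaced from hairpin DNA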
# OXTR ag – agonists of human oxytocin receptor. CHO-OTR cells, Fluo-8 calcium fluorescence; normalized: DMSO 0%, oxytocin 100%. activation, % at 3 µM. hit rate 0.32% among 320,000;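 active means activation above the mean of all tested compounds plus 3 SD, cutoff set per screening run, cut at about 20% in these data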;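 further: peak over basal fluorescence ratio from a 100 s FLIPR kinetic read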
# NALP1 yeast inh – NALP1 inhibition | AID 2071 | inhibition, % at 10 µM | hit rate 0.61% among 280,000 | S. cerevisiae NALP1/ASC/caspase-1 growth, X-gal OD620, 72 h; in the data active means inhibition mostly above about 24%, no sharp cut-off; inactive means mostly below about 32%; further: some compounds called inactive have numbers as strong as hits
# M18AAP inhibitor – blocks P. falciparum M18 aspartyl aminopeptidase; hit rate 1.2% among 290,000; recombinant PfM18AAP, H-Glu-NHMec fluorogenic cleavage; inhibition, % at 7.35 µM; AID 1822;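 active means inhibition above the campaign mean inhibition over all tested compounds plus 3 SD, cut at about 28% in these data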;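 further: 0% = plate median of test compound wells and 100% = 2 mM ZnCl2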
# PHOSPHO1 inh – PHOSPHO1 (human) inhibition; Q8TCT1; recombinant PHOSPHO1, absorbance phosphatase assay; inhibition, % at 13.3 µM; hit rate 1.1% among 290,000; in the data active means inhibition above about 60%
# Target sequence (Q8TCT1 whole entry, looked up): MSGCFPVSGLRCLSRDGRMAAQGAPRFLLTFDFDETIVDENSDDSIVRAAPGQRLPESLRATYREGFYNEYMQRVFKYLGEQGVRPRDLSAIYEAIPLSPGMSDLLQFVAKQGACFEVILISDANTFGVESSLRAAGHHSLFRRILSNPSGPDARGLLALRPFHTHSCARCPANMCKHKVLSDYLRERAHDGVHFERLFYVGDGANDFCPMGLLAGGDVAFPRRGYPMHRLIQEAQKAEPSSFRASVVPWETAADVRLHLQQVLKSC
# MEKK2 WT-MEK5 – raises or lowers MEK5 binding to wildtype human MEKK2 PB1 domain. binding response (% of control), % at 10 µM. bead flow cytometry, Alexa488-MEK5 binding to MEKK2 WT; actives lie on both sides. Q9Y2U5. hit rate 1.1% among 290,000. AID 1531; in the data active means binding response below about 67% or above about 130%
# GPR7 antag – blocks human GPR7 receptor signaling. hit rate 1.1% among 290,000. inhibition, % at 4.4 µM. P48145. GPR7-expressing cells, fluorescence antagonist assay; in the data active means inhibition above about 16%, passing the limit was not always enough;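 further: cells stimulated with the agonist NPW; 0% = agonist with vehicle and 100% = vehicle without agonist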
# Target sequence (P48145 whole entry, looked up): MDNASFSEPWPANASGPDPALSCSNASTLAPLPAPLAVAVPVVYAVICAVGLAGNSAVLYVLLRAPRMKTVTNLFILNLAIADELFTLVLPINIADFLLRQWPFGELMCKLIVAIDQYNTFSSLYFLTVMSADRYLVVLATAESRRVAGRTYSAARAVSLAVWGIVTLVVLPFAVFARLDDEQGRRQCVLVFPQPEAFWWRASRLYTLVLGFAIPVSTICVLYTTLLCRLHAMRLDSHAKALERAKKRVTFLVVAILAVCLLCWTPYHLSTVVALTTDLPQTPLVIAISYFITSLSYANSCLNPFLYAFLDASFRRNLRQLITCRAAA
# * = called active by the depositor; / = not tested or not shown; [ ] = remark or other dose. Outcome played no part in choosing rows; overall some 6.2% were active at least once.
# Letter code: A = MEKK2 mut-MEK5; B = MEKK3 PB1 HTS; C = FID counter; D = OXTR ag; E = NALP1 yeast inh; F = M18AAP inhibitor; G = PHOSPHO1 inh; H = MEKK2 WT-MEK5; I = GPR7 antag
> N#Cc1c(-c2ccc(F)cc2)cc(-c2ccccc2)nc1SCC(=O)NCC(=O)O
  A: -19 | B: 69 | C: -23 | D: -0.7 | E: 25 | F: 51* | G: -86 | H: 68 | I: -4

> COc1ccc(-c2csc(NC(=O)c3cc(C)on3)c2C#N)cc1OC
  A: 5 | B: 104 | C: -2 | D: 6.6 | E: 12 | F: 2 | G: -8 | H: 114 | I: -19

> CS(=O)(=O)/C(C#N)=C\c1cnc(S(=O)(=O)c2ccccc2)s1
  A: 3 | B: 102 | C: -1 | D: 1.9 | E: -4 | F: -285 | G: / | H: 98 | I: 3

> Clc1ccc(OCc2nnc(SCCN3CCCCC3)n2Cc2ccco2)cc1
  A: 0 | B: 98 | C: 29 | D: 1.6 | E: 12 | F: -15 | G: -4 | H: 108 | I: 13

> N#Cc1cc2c(nc1SCC(=O)O)CCCCC2
  A: -20 | B: 84 | C: -6 | D: 0.4 | E: 23 | F: -15 | G: 30 | H: 84 | I: -15

> Cc1cccc(C)c1NC(=O)NCCSc1snnc1C
  A: -5 | B: 93 | C: -2 | D: -1.0 | E: 16 | F: 2 | G: 17 | H: 89 | I: 1

> CC1=CC(C)(C)N(C(=O)CSc2ncn[nH]2)c2ccccc21
  A: 6 | B: 107 | C: -2 | D: -0.5 | E: -4 | F: 54* | G: 3 | H: 110 | I: -11

> N#Cc1ccc(CSc2nnc(NC(=O)CN3C(=O)C4CC=CCC4C3=O)s2)cc1 (stereo unspecified)
  A: 4 | B: 108 | C: -16 | D: 1.6 | E: 12 | F: -1 | G: 31 | H: 112 | I: 4

> COc1cc(C(=O)Nc2ccc3c(c2)ncn3C)cc(OC)c1OC
  A: 0 | B: 104 | C: -1 | D: 0.3 | E: 6 | F: 6 | G: 8 | H: 105 | I: 11

> CSc1ccc(/C=N/N2CCN(Cc3ccc(Cl)cc3)CC2)cc1
  A: -46 | B: 3.0*[inhibitor] | C: -1 | D: -0.2 | E: 12 | F: -9 | G: -7 | H: 4.0*[inhibitor] | I: -14

# Following part.
# Letter code: A = MEKK2 mut-MEK5; B = MEKK3 PB1 HTS; C = FID counter; D = OXTR ag; E = NALP1 yeast inh; F = M18AAP inhibitor; G = PHOSPHO1 inh; H = MEKK2 WT-MEK5; I = GPR7 antag
> N#C/C(=C\c1cccc(Cl)c1)C(=O)c1ccccc1
  A: 6 | B: 107 | C: -7 | D: / | E: 7 | F: 3 | G: 42 | H: 100 | I: 0

> CC(C)(C)[C@H]1C=C(C(=O)NCc2ccccc2)O[C@@H](OCCCCO)C1
  A: -1 | B: 106 | C: / | D: -1.0 | E: / | F: / | G: / | H: 101 | I: /

> O=S1(=O)[C@H]2C[C@@H]3C=C[C@@]2(CN1Cc1cccc(Cl)c1)O3
  A: -1 | B: 99 | C: -3 | D: 0.0 | E: 3 | F: 3 | G: 21 | H: 97 | I: 4

> c1cc(CNC2=NCCCCC2)ccn1
  A: -4 | B: 89 | C: 0 | D: 0.4 | E: 3 | F: -2 | G: -18 | H: 91 | I: 0

> COC(=O)c1ccc(N2NC(=O)/C(=C/c3cc(OC)c(OC)c(OC)c3)C2=O)cc1
  A: 2 | B: 103 | C: 11 | D: 0.0 | E: 0 | F: 6 | G: 28 | H: 98 | I: -20

> Cc1ccc(/C(N)=N/OC(=O)c2cccs2)cc1
  A: -1 | B: 101 | C: 4 | D: -0.2 | E: 45 | F: 1 | G: -10 | H: 98 | I: -1

> CCOC(=O)N1CCN(C(=O)CS(=O)Cc2nc(-c3cccc(C)c3)oc2C)CC1 (stereo unspecified)
  A: 12 | B: 109 | C: -36 | D: -0.5 | E: -15 | F: 0 | G: 5 | H: 113 | I: -8

# Given bar-delimited: entries from further up
Structure | MEKK2 mut-MEK5 | MEKK3 PB1 HTS | FID counter | OXTR ag | NALP1 yeast inh | M18AAP inhibitor | PHOSPHO1 inh | MEKK2 WT-MEK5 | GPR7 antag
N#Cc1ccc(CSc2nnc(NC(=O)CN3C(=O)C4CC=CCC4C3=O)s2)cc1 (stereo unspecified) | 4 | 108 | -16 | 1.6 | 12 | -1 | 31 | 112 | 4
COc1cc(C(=O)Nc2ccc3c(c2)ncn3C)cc(OC)c1OC | 0 | 104 | -1 | 0.3 | 6 | 6 | 8 | 105 | 11
CSc1ccc(/C=N/N2CCN(Cc3ccc(Cl)cc3)CC2)cc1 | -46 | 3.0*[inhibitor] | -1 | -0.2 | 12 | -9 | -7 | 4.0*[inhibitor] | -14
N#C/C(=C\c1cccc(Cl)c1)C(=O)c1ccccc1 | 6 | 107 | -7 | / | 7 | 3 | 42 | 100 | 0
CC(C)(C)[C@H]1C=C(C(=O)NCc2ccccc2)O[C@@H](OCCCCO)C1 | -1 | 106 | / | -1.0 | / | / | / | 101 | /
O=S1(=O)[C@H]2C[C@@H]3C=C[C@@]2(CN1Cc1cccc(Cl)c1)O3 | -1 | 99 | -3 | 0.0 | 3 | 3 | 21 | 97 | 4
c1cc(CNC2=NCCCCC2)ccn1 | -4 | 89 | 0 | 0.4 | 3 | -2 | -18 | 91 | 0
